# Pf apPOL inh – Pf-apPOL DNA polymerase inhibition; Recombinant Pf-apPOL, molecular beacon fluorescence, 1.5 h; inhibition, % at 10 µM; 210,000 compounds, 0.25% hits; AID 1794808
# mHTT-CaM PPI inh – disrupts binding of mutant huntingtin to calmodulin | 190,000 compounds, 3.6% hits | inhibition, % at 15 µM | AID 1671202 | AlphaScreen His-mHTT/GST-CaM binding, luminescence;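 note: 0% = both proteins with DMSO and 100% = one protein alone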
# * hit, by the source's call; x = no result given; & = joins results of further samples. Cut-off read from the data, not from the text of the source: active = inhibition above about 50%; inactive = the rest.
SMILES,Pf apPOL inh,mHTT-CaM PPI inh
CC1=CC(C)(C)N(C(=O)CSc2nc3ccccc3[nH]2)c2ccccc21,-3&-11,-3&11
COc1cc(C=C2Oc3cc(O)cc(C)c3C2=O)cc(OC)c1OC,-12,0
COC(CNC(=O)c1c[nH]c2ccc(S(=O)(=O)N(C)c3ccc(Cl)cc3)cc2c1=O)OC,-8,36
CCOc1ccc(N2C=C(C#N)S(=O)(=O)c3ccccc32)cc1,-3,-8
COc1ccc(Br)cc1CN1CCN(Cc2ccc3c(c2)OCO3)CC1,-1,19
S=C(Nc1ccc(Cl)cc1)NC1CCCCC1,-4,x
O=C(COc1ccccc1Cl)Nc1ccccc1N1CCOCC1,2,-4
CCCC1c2ccc(C)n2CCN1C(=O)Nc1ccccc1C(=O)OC (stereo not drawn),-2,-3
COc1nonc1OCCN1CCN(c2ccc([N+](=O)[O-])c3cccnc23)CC1,-2,41
c1ccc2c3nnc4n(c-3nc2c1)CCS4,-6,3
COc1ccccc1CCNC(=O)C(=O)NC(C)c1ccccc1 (stereo not drawn),-7,-9
Cc1ccccc1C1=N/C(=C/c2cccc([N+](=O)[O-])c2)C(=O)O1,2,4
Cc1cc([N+](=O)[O-])cc2c1-c1ncccc1C2=Nc1ccccc1,-5,11
Cc1cc(OCC(=O)Nc2cccc(F)c2)nc(N2CCCC2)n1,-5,22
Cc1c(NC(=O)c2ccc(I)cc2[N+](=O)[O-])c(=O)n(-c2ccccc2)n1C,-1,-2
O=c1/c(=C/c2ccccc2O)sc2n1CN(c1ccccc1)CN=2,8,28
O=C(Nc1ccccc1C(=O)NC1CCCCC1)c1ccc(Cl)cc1Cl,-3,-2
CC(=O)c1cccc(NC(=O)N2CCc3c(nc(-c4ccc(F)cc4)[nH]c3=O)C2)c1,3,9
CC(=O)c1ccc(-n2nncc2C23CC4CC(CC(C4)C2)C3)cc1,-7,0
CCNC(=O)N1CC(C(=O)NC2CC2)CC(c2ccc(F)c(C)c2)C1 (stereo not drawn),-3,28
CCN(CC)S(=O)(=O)N1CCC(C(=O)NC2CCCCC2C)CC1 (stereo not drawn),1,-6
O=C(Nc1ccncc1[N+](=O)[O-])c1ccccc1F,1,3
C=CCn1c(SCc2ccccc2)nnc1-c1ccc([N+](=O)[O-])cc1,1,0
Cc1cc2c(c(=O)o1)C1(C(=O)Nc3ccc(C)c(Br)c31)C(C#N)=C(N)O2 (stereo not drawn),-8,6
NS(=O)(=O)c1ccc(NC(=O)CSc2n[nH]c(-c3ccccc3)n2)cc1,-6,-7
COc1cccc(-c2cc3n(n2)CCCN(C(=O)Nc2cc(OC)ccc2OC)C3)c1,-4,38
Cc1cc2n(n1)CCC(=O)N2CCCC(=O)NCCC1=CCCCC1,-2,-5
O=C(CCC1CCCN(C(=O)Nc2ccc(F)cc2)C1)NCc1ccccc1 (stereo not drawn),-5,-6
Cc1onc(-c2ccccc2)c1C(=O)N1CCN(c2ncccc2C(F)(F)F)CC1,-5,x
CC(C)n1cnc2cc(CNC(=O)c3ccoc3)ccc21,0,-4
COc1ccccc1[C@@H]1C(c2cccc(C)c2)=NN(c2ccc(Br)cc2)[C@H]1C(=O)N1CCOC1=O,-9,-16
COc1ccccc1CCC(=O)N1CCCC1c1nc(-c2ccc(F)cc2F)no1 (stereo not drawn),1,-1
O=C(N1CCN(C(=O)C23CC4CC(CC(C4)C2)C3)CC1)C12CC3CC(CC(C3)C1)C2,-6,-8&-2
CCOc1ccc(/C=c2\sc3nc(-c4ccc(Cl)cc4)nn3c2=O)cc1OC,6,-2
COc1ccccc1C1C(C(N)=O)=C(C)Nc2ncnn21 (stereo not drawn),-1,-7
Cc1ccc(S(=O)(=O)NC(=O)Nc2nc(-c3ccc(C)c(Cl)c3)c(C)s2)cc1,7&2,x

# Rewritten with two lines to a compound: 6 of the compounds above
# Every second line gives: Pf apPOL inh	mHTT-CaM PPI inh
COc1ccccc1[C@@H]1C(c2cccc(C)c2)=NN(c2ccc(Br)cc2)[C@H]1C(=O)N1CCOC1=O
  -9	-16
COc1ccccc1CCC(=O)N1CCCC1c1nc(-c2ccc(F)cc2F)no1 (stereo not drawn)
  1	-1
O=C(N1CCN(C(=O)C23CC4CC(CC(C4)C2)C3)CC1)C12CC3CC(CC(C3)C1)C2
  -6	-8&-2
CCOc1ccc(/C=c2\sc3nc(-c4ccc(Cl)cc4)nn3c2=O)cc1OC
  6	-2
COc1ccccc1C1C(C(N)=O)=C(C)Nc2ncnn21 (stereo not drawn)
  -1	-7
Cc1ccc(S(=O)(=O)NC(=O)Nc2nc(-c3ccc(C)c(Cl)c3)c(C)s2)cc1
  7&2	x

# Next part:
SMILES,Pf apPOL inh,mHTT-CaM PPI inh
Cc1ccc(-c2nnc(N3CCC(C(=O)N(C)Cc4ccccc4)CC3)o2)cc1,2,28
COCCNC(=O)c1ccc(/C=C2\Sc3ccccc3N(Cc3ccc(F)cc3)C2=O)cc1,-11,26
Cc1cc(=O)n(CC(=O)Nc2ccc(Br)cc2)c(N2CCCC2)n1,-3&-4,-8&0
O=c1[nH]cnc2c1C(c1ccc([N+](=O)[O-])cc1)c1c(nc[nH]c1=O)O2,-4,3
CC(C)CNC(=O)C1Cc2ccccc2N2CCN(c3ncccn3)CC12 (stereo not drawn),-3,0
O=c1c2cccc3cccc(sc4cccc5cccc1c54)c32,-24,x
CNC(=O)C[C@H]1C(=O)N(C2CCCCC2)C[C@@H]1CSC,3,-3
O=c1[nH]c2cc(Cl)ccc2c(O)c1-c1ccc(Oc2ccccc2)cc1,2,x
O=C(NCc1ccc(F)cc1)N1CCCC1c1nc(-c2cccc(F)c2)no1 (stereo not drawn),-5,-6
O=C(CSc1nc2ccccc2c(=O)[nH]1)c1cccs1,5,-1
O=C(O)C1C2C=CC(C2)C1C(=O)Nc1ncccc1O (stereo not drawn),80*,4
O=C(O)c1cccc(CSc2cccs2)c1,-2,x
O=NC1=C(O)C2CCCCC2C1=O (stereo not drawn),-8,x
Cc1ccc(NC(=O)C2CCc3sc(C(=O)N(C)C)cc3C2)cc1 (stereo not drawn),-2,3
Nc1ccccc1SCc1cc(Cl)cc2c1OCOC2,-5,x
Cc1cccc(-n2nnc(C(=O)NCc3ccco3)c2N)c1,0,4
O=C(c1nn(-c2ccc(Cl)cc2)c(=O)c2ccccc12)N1CCCC1,2,8
C1=CC(=C(c2ccccc2)c2ccccc2)C=C1,4,x
COc1ccc(-n2ccn3cc(-c4ccc(F)cc4)nc3c2=O)cc1,3,-4
CCOc1ccccc1C(=O)N1CCCN(c2ncccc2-c2nc(CC)no2)CC1,-5,-1
COc1ccccc1/C=C(\C#N)C(=O)Nc1cccc(C(F)(F)F)c1,-3,5
O=C(CSc1ncnc2nc[nH]c12)c1ccc(Cl)cc1,-6,7
CCc1ccc(-n2nc3ccc(N)cc3n2)cc1,-4,-1
COc1cc(-c2ncnn2-c2ccc(Cl)cc2)cc(OC)c1OC,-2,1
O=C(CS(=O)(=O)c1cn(Cc2cccc(F)c2)c2ccccc12)N1CCOCC1,-2,3
CCCCNC(=O)C1CCN(c2cc(N3CCCCC3)ncn2)CC1,-3,2
O=C(Cn1nc(N2CCCC2)c2ccccc2c1=O)Nc1ccc(F)cc1Cl,-6,1
COc1ccccc1C1C(C(=O)Nc2ccc(C)cn2)=C(C)NC2=C1C(=O)CCC2 (stereo not drawn),11,1
O=C(Nc1cccnc1)c1c(O)c2cccc3c2n(c1=O)CCC3,2,15
O=C(NCc1ccco1)c1ccc(NC(=O)N2CC3CCCN3c3ccccc32)cc1 (stereo not drawn),1,15
Cc1ccc(-n2ncc3c(SCC(=O)Nc4ccc5c(c4)OCCO5)ncnc32)c(C)c1,-4,10
COc1ccccc1CNC(=O)c1ccc(I)cc1,0,-10
O=C(c1ccc2c(c1)OCO2)N1CCCCC1c1nncn1CC1CC1 (stereo not drawn),-4,-2
CN1C(=O)CC(C(=O)Nc2ccccc2F)SC1=Nc1ccc2c(c1)OCO2 (stereo not drawn),-1,9
O=C1CCC(C(=O)NCc2ccc(Cl)cc2)N1 (stereo not drawn),-7,1
CSc1sc(SC)c(Br)c1Br,x,-46
COc1cccc(Nc2nnc(CC(=O)N3CCSCC3)s2)c1,6,-7
CCOc1ccc(NC(=O)c2ccc(F)c(S(=O)(=O)NC3CCCCC3C)c2)cc1 (stereo not drawn),1,8
CCN1CCC2(CC1)N=C(c1ccc(C)cc1C)CC(c1cc(Cl)ccc1O)N2 (stereo not drawn),1,90*
CC1CC(=O)Nc2c1c(NC(=O)c1cc(-c3ccc(F)cc3)n[nH]1)nn2C (stereo not drawn),-7,1
COC1N(c2ccccc2)N=C(c2ccccc2)N1c1ccccc1 (stereo not drawn),x,13
Cc1ccc(C)c(NC(=O)N2CCn3cccc3C2C(C)C)c1 (stereo not drawn),-2,-6
Cc1ccc(CNC(=O)CSc2nc3nc(C)c(Cc4ccccc4)c(C)n3n2)cc1,0,22
CCS(=O)(=O)c1ccc(C(=O)Nc2nc(-c3ccc(OC)cc3)c(C)s2)cc1,-5,13
Fc1ccc(C2=NNC3=NCCN3C2)cc1F,-3,x
O=C(Nc1ccccc1)c1cc(-c2ccc(Cl)cc2)oc1C(F)(F)F,-2,x
N#CCCCN(Cc1ccccc1)Cc1ccccc1,-2,x
COc1ccc(CN2C(=O)CCC2(C)C(=O)NC2CCCC2)cc1OC (stereo not drawn),1,-7
N#Cc1c(-c2ccccc2)cc(-c2cccs2)nc1Br,-4,-9
Nc1ccn(-c2ccccc2)n1,-2&-23,0&4
O=C(Nc1ncc([N+](=O)[O-])s1)c1ccc(Cl)cc1Cl,-6,16
O=C(Nc1c2c(nn1-c1ccc([N+](=O)[O-])cc1)CS(=O)(=O)C2)c1c(F)cccc1Cl,3,6
O=C(C1CC1)N1CCC2(CC1)SCC(=O)N2c1ccc(F)cc1,-5,0
CN1CCN(C(=O)c2cnc(-c3ccccc3)nc2N2CCSCC2)CC1,-10,97*
O=C(c1coc(=O)c2ccccc12)N1CCN(c2ccccn2)CC1,2,7
CC1(C(=O)NCc2ccccc2)CCCN(C(=O)c2cccc(F)c2)C1 (stereo not drawn),-4,-10
O=C(NCc1ccccn1)C1CCN(c2cccc(Cl)c2)C1=O (stereo not drawn),-2,2
O=C1C(=O)N(Cc2cccnc2)C(c2ccc(O)cc2)C1=C(O)c1ccc(F)cc1 (stereo not drawn),-3,2
O=C(CSc1nc2c(c(=O)n1-c1ccc(Cl)cc1)SCC2)Nc1ccc([N+](=O)[O-])cc1,0,17
COc1ccc(NC(=O)CSc2cc(C)nc(-c3cnccn3)n2)cc1Cl,2,-6

# A second format for part of the listing above.
O=C(Nc1c2c(nn1-c1ccc([N+](=O)[O-])cc1)CS(=O)(=O)C2)c1c(F)cccc1Cl
- Pf apPOL inh: 3
- mHTT-CaM PPI inh: 6
O=C(c1coc(=O)c2ccccc12)N1CCN(c2ccccn2)CC1
- Pf apPOL inh: 2
- mHTT-CaM PPI inh: 7

# Structural class: those above with bromine (6)
SMILES,Pf apPOL inh,mHTT-CaM PPI inh
COc1ccc(Br)cc1CN1CCN(Cc2ccc3c(c2)OCO3)CC1,-1,19
Cc1cc2c(c(=O)o1)C1(C(=O)Nc3ccc(C)c(Br)c31)C(C#N)=C(N)O2 (stereo not drawn),-8,6
COc1ccccc1[C@@H]1C(c2cccc(C)c2)=NN(c2ccc(Br)cc2)[C@H]1C(=O)N1CCOC1=O,-9,-16
Cc1cc(=O)n(CC(=O)Nc2ccc(Br)cc2)c(N2CCCC2)n1,-3&-4,-8&0
CSc1sc(SC)c(Br)c1Br,x,-46
N#Cc1c(-c2ccccc2)cc(-c2cccs2)nc1Br,-4,-9

# Next entries:
SMILES,Pf apPOL inh,mHTT-CaM PPI inh
Cc1c(F)cccc1NC(=O)N1CCN(c2nc3ccncc3n(CC(C)C)c2=O)CC1,0,-4
CCOC(=O)c1ccc(Oc2coc3cc(OCC)ccc3c2=O)cc1,-5,0
CN(C)S(=O)(=O)N1CCC2(C1)NCc1ccccc1NC2=NC(C)(C)C (stereo not drawn),1,0
O=c1[nH]c(/C=C/c2ccccc2Cl)c([N+](=O)[O-])c(=O)[nH]1,6&-2&-2,5&2&5
CN1CCN(CC(O)COc2ccc(Cl)cc2Cl)CC1 (stereo not drawn),-1,-2
C=CCOc1ccccc1CN1CCCN(C)CC1,0,2
O=C(Cn1[nH]c2c(cnc3ccc(F)cc32)c1=O)Nc1ccc(F)cc1Cl,-2,25
Cc1ccc(-n2ncc3c(NC(C)C)ncnc32)cc1,-5,1
CCCc1nnsc1C(=O)N1CCc2nc(NC(=O)OCC)sc2C1,8,-2
O=c1cc(O)c2sc3nc4c(c(C(F)(F)F)c3c2[nH]1)CCC4,x,-1
Cc1cc(C)cc(NC(=O)CC2COc3ccccc3NC2=O)c1 (stereo not drawn),3,-4
CC(=O)Nc1cc(C)nn1-c1nc2ccccc2[nH]1,-3,0
O=C(Nc1cccc(O)c1)c1cncc(Br)c1,-3,6
N#Cc1c(-c2cccc(O)c2)c(C#N)c2nc3ccccc3n2c1N,-2,8
CCNC(=O)C(C1CCCC1)N1CCN(C(=O)c2cccc(F)c2)CC1 (stereo not drawn),1,2
O=C(Cc1ccc(Br)cc1)NCc1ccco1,-9,11
CCCCC(C)C(=O)Nc1nnc2ccccn12 (stereo not drawn),-1,0
COC(=O)C1CN(Cc2ccccc2)CCS(=O)(=O)N1Cc1cn(Cc2ccc(OC)cc2)nn1 (stereo not drawn),-4,-2
CC(C)c1ccc(NC(=O)c2cnc3n(c2=O)CCS3)cc1,-3,9
COc1ccc(C2=NC3(CCN(C(C)=O)CC3)NC(c3cc(Cl)ccc3O)C2)cc1 (stereo not drawn),-4,99*
O=c1c2sccc2n(Cc2cc(=O)n3cc(Cl)ccc3n2)c(=O)n1-c1ccc(F)cc1,-1,-4
CC(=O)N1CCc2sc(S(=O)(=O)Nc3cc(C)cc(C)c3)cc2C1,-2,11
Cc1ccc(-n2c(SCc3cccc([N+](=O)[O-])c3)nc3[nH]ncc3c2=O)cc1Cl,0,58*
CC(=O)Nc1ccc(-c2noc(C3CCCN(C(=O)c4ccccc4)C3)n2)cc1 (stereo not drawn),1,2
CN(CCCNC(=O)C1CCN(c2ccc(N3CCCCC3)nn2)CC1)C1CCCCC1,-3,-7
Nn1c(-c2cccs2)n[nH]c1=S,x,-1
COc1ccc(NC(=O)C2CCCN(c3nnc4ccc(Cl)cn34)C2)cc1 (stereo not drawn),-4,1
